Screening data (PubChem)
RGS4 inh = blocks human RGS4-accelerated GTP hydrolysis | P49798 | Transcreener GDP fluorescence polarization, RGS4-accelerated GTP hydrolysis | Potency, µM (series often up to 114 µM), inactives show at the highest dose activity change, negative = inhibition, most hits filed as inhibitors | hit rate 0.039% among 390,000; further: potency means the concentration at half of the fitted maximal effect; on the % scale 0 is the no-effect control and ±100 the full control effect; nearly all actives have a fitted effect of over 75% in size; some results filed as inactive show a strong effect at the top dose
Target sequence (P49798 whole entry, looked up): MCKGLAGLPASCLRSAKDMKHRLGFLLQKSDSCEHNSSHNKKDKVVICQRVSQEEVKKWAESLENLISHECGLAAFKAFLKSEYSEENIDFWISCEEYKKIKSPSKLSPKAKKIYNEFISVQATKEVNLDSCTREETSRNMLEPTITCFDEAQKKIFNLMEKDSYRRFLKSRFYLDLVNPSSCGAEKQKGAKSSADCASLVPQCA
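MLSMR compounds (23 nl, pin-transferred) preincubated 10 min at room temperature with a 500nM (2x) first reagent, then RGS4 at 900nM (2x) plus Transcreener GDP mix added; fluorescence polarization (620/688 nm) read before and after 90 min at 30 °C.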
BAZ2B inh = BAZ2B (human) inhibition; AlphaScreen BAZ2B-H3K14Ac peptide displacement; Potency, µM (top dose mostly 114 µM), without a hit: top-dose activity change, negative = inhibition, hits mostly inhibitors; hit rate 4.4% among 360,000; AID 504333; further: potency means the concentration at half of the fitted maximal effect; on the % scale 0 is the no-effect control and ±100 the full control effect; nearly all actives have a fitted effect of over 60% in size
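AlphaScreen displacement: compounds (up to 110uM) incubated 30 min at room temperature with a preformed 50 nM BAZ2B/50 nM biotinylated H3K14Ac peptide complex in PBS pH 7.4 with Tween-20. Donor and acceptor beads at 10 ug/mL final added, 20 min light-protected before reading.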
ERG-DNA inh = inhibitors of human ERG Ets domain-DNA interaction | P11308 | fluorescence polarization, His-ERG Ets domain / labelled DNA | Potency, µM (doses to about 76.9 µM), for inactives: top-dose FP activity, negative = inhibition, hits mostly inhibitors | hit rate 0.028% among 370,000 | AID 624246; active means well fitted inhibition curve with a large enough effect in the polarisation, with a control signal flat; inconclusive means small, poorly fitted or top-dose-only effect, or effect the other way, or a change in a side signal; inactive means no such curve, though single readings can be large or run the other way; the % refers to the polarisation;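 further: polarization taken with two DNA probes labelled with fluorescein and Texas red; potency means the concentration at half of the fitted maximal effect; % of control where 0% means no effect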
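His-tagged ERG Ets domain (1 uM in the protein solution; 300mM KCl, 50mM Tris-HCl, 1mM EDTA, 1mM DTT, pH 7.5) received compound, then a probe mix of 5 nM fluorescein-DNA and 100nM Texas-615-DNA. Fluorescence polarization was read for both dyes.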
PI4K2A inh = inhibitors of human PI4K2A | Q9BTU6 | purified PI4K2A, ADP-Glo luminescence, 1 h; hits give low values | activity change, negative = inhibition, % at 76.9 µM | hit rate 0.13% among 420,000 | AID 1346378; in the data active means activity change below about -50%; inconclusive means mostly about -30% to -49%;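 further: -100% = wells without enzyme as full effect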
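PI4K2A activity was measured by ADP-Glo luminescence: enzyme (4 ug/mL stock) and phosphatidylinositol (1.2 mM stock) in Tris pH 7.5/MgCl2/EGTA/Triton X-100 buffer were reacted with ATP (300 microM stock) for one hour at ambient temperature.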
ALOX12 inh = ALOX12 (human) lipoxygenase inhibition. P18054. purified 12hLO, xylenol orange hydroperoxide absorbance. Potency, µM (series often up to 108 µM), inactives show top-dose activity change, negative = inhibition, most hits filed as inhibitors. hit rate 1.1% among 580,000; further: potency means the concentration at half of the fitted maximal effect; on the % scale 0 is the no-effect control and ±100 the full control effect
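Purified human 12hLO at 150 nM in 25 mM Hepes, 0.01% Triton X-100, pH 7.0, preincubated 15 min at room temperature with compound. Reaction started with 40 uM arachidonic acid, 30 min at room temperature. Hydroperoxide measured by Fe-xylenol orange, 573/405 nm absorbance ratio.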
G9a inh = inhibitors of human histone lysine methyltransferase G9a. Potency, µM (highest dose often 102 µM), for the others: at the highest dose activity, negative = inhibition, actives largely listed as inhibitors. hit rate 8.8% among 350,000. Q96KQ7. G9a H3K9 monomethylation, AlphaScreen, 2 h; further: potency means the concentration at half of the fitted maximal effect; on the % scale 0 is the no-effect control and ±100 the full control effect; nearly all actives have a fitted effect of over 75% in size
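Methyltransferase reactions run at room temperature for 2 h (20 nM enzyme, 500 nM biotin-H3K9 peptide, 20 uM SAM) after a 15 min compound preincubation; product detected by AlphaScreen beads and anti-H3K9me1 antibody.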
JMJD2A Tudor = blocks the human JMJD2A Tudor domain; AlphaScreen JMJD2A-Tudor / H3K4me3 peptide binding; O75164; hit rate 4.4% among 390,000; AID 504339; Potency, µM (highest dose often 114 µM), for the others: top-dose activity change, negative = inhibition, usual class: inhibitors; further: potency means the concentration at half of the fitted maximal effect; on the % scale 0 is the no-effect control and ±100 the full control effect; nearly all actives have a fitted effect of over 50% in size
GLS inh = blocks human kidney-isoform glutaminase activity; Potency, µM (top dose mostly 45.5 µM), without a hit: at the highest dose activity change, negative = inhibition, most hits filed as inhibitors; GLS enzymatic activity, qHTS titration; hit rate 0.21% among 410,000; AID 624170; O94925; further: potency means the concentration at half of the fitted maximal effect; on the % scale 0 is the no-effect control and ±100 the full control effect
Target sequence (O94925 whole entry, looked up, canonical isoform): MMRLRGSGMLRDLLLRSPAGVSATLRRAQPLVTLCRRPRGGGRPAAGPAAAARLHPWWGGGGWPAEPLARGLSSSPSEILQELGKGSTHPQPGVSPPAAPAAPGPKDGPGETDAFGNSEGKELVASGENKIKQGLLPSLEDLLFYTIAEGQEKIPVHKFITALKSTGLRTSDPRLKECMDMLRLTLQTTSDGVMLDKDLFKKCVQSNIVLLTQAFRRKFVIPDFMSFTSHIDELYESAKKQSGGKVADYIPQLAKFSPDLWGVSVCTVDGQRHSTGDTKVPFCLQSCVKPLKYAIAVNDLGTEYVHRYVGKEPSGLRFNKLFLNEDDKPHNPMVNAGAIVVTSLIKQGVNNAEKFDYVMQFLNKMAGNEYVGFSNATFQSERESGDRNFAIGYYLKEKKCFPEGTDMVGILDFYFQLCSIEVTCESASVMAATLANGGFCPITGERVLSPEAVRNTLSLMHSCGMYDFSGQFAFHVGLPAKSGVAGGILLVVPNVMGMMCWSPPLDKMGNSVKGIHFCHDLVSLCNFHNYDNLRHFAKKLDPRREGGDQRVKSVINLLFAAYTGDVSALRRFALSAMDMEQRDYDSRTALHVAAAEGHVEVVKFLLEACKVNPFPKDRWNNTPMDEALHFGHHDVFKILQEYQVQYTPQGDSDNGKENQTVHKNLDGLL
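Coupled fluorescence readout: glutamate oxidase/HRP/Amplex Red detect glutamate formed by hKGA from L-glutamine (1 mM solution added). Buffer 45 mM KH2PO4 pH 8.2, 0.02% Tween-20; reads at t0 and 30 min RT.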
HP1b binding inh = inhibitors of HP1-beta chromodomain binding to methylated histone tails. AlphaScreen HP1-beta / biotin-H3K9me3 peptide binding. hit rate 0.56% among 390,000. AID 540317. Potency, µM (series often up to 114 µM), inactives show at the top dose activity change, negative = inhibition, actives largely listed as inhibitors; further: potency means the concentration at half of the fitted maximal effect; nearly all actives have a fitted effect of over 70% in size; inactives centre near 23
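AlphaScreen: HP1-beta (50 nM) preformed 30 min with biotin-H3(1-18)K9me3 peptide (50 nM) in PBS pH 7.4, 0.01% Tween-20. Compound added for 30 min at RT, then streptavidin donor/nickel chelate acceptor beads (10 ug/mL) for 30 min.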
Starred values were filed as active, the others as inactive; ? = inconclusive; · = not tested or not shown; & = joins results of further samples; [ ] = dose if it differs, or a comment. Unless noted, the call rests on the fitted dose curve; in most records, active means well fitted curve in the direction sought with a large enough effect; inconclusive means small, poorly fitted or top-dose-only effect, or another doubt; inactive means no such curve, though single readings can be large; an effect the other way counts as inactive or inconclusive. A portion of the library; the hit share may differ from the screen's.

Second line of a record – RGS4 inh	BAZ2B inh	ERG-DNA inh	PI4K2A inh	ALOX12 inh	G9a inh	JMJD2A Tudor	GLS inh	HP1b binding inh
1. Cc1ccc(S(=O)(=O)N2CCOCC2)cc1C(=O)NCCCn1ccnc1
    4%	?	-7%	1	3%	?	3%	2%	16%
2. COc1ccc(CNC(=O)CN2c3ccccc3S(=O)(=O)c3ccccc32)cc1
    -17%[56.9 µM]	-11%	16%	-6	-13%	29%	-3%	5%	80%[activator]
3. CCOC(=O)c1c(N)n(CCOC(=O)c2cccs2)c2nc3ccccc3nc12
    11%	0%	·	-20	-18%	-4%[59 µM]	15%	-25%	54%[activator]
4. O=C(Cc1ccccc1)Nc1nnc2n1CCS2
    -21%	79µM*	4%	8	1%	10µM*	50µM*	-16%	12%[57 µM]
5. CCOc1ccccc1N1CCN(C(=O)CNC(=O)c2ccccc2F)CC1
    13%	-1%	-6%	0	-3%	-5%	-14%	11%	-8%
6. CC(OC(=O)Cn1c(C(F)(F)F)nc2ccccc21)C(=O)N1CCCc2ccccc21 (stereo unspecified)
    -32%	-1%	-9%	2	441%[activator]	5%[59 µM]	-8%	-6%	21%
7. COc1ccc(Nc2ccc3c(c2)=NC2(CCCCC2)[N+]=3[O-])cc1
    ?	40µM*	3%	-16	0%	?	22µM*	-24%	?
8. CCOc1ccccc1NC(=O)/C(C#N)=C/c1cccnc1
    3%	-23%	9%	-1	82%[activator]	-1%	-18%	0%	26%
9. CCOc1cc(C(=O)NC(=S)Nc2nc(C)cc(C)n2)cc(OCC)c1OCC
    -6%	-2%	-1%	7	69%[activator]	-12%	-17%	5%	25%
10. Cc1cc(C)nc(SCc2nnc(SCC(=O)Nc3nccs3)n2Cc2ccco2)n1
    -15%	-33%	9%	-1	-7%	-35%[59 µM]	-9%	16%	22%
11. CCOc1ccc(CN(C)CC(O)COC(c2ccc(OC)cc2)c2ccc(OC)cc2)cc1 (stereo unspecified)
    -15%	-29%	-1%	-1	?	?	?	7%	-23%
12. Fc1ccc(-c2nnc(CSc3nnc(-c4cccs4)o3)o2)cc1
    19%	9%	-3%	7	-3%	-10%[59 µM]	-3%	13%	33%
13. CCN1CCN(C(=O)C2CC(=O)N(c3ccc(Cl)cc3)C2)CC1 (stereo unspecified)
    18%	-15%	7%	0	8%	?	-17%	-2%	-4%
14. CCC1(CC)NC(=O)N(CC(=O)OCC(=O)NC(=O)c2ccc(Cl)cc2)C1=O
    -18%	5%	1%	4	40%[activator]	3%	-6%	-13%	24%
15. Cc1cccn2c(=O)c(/C=C(\C#N)C(=O)NCc3ccco3)c(N3CCCCC3)nc12
    -12%	?	6%	0	-21%	?	?	-2%	-12%
16. Cc1nc2c3ccccc3nc(NNC(=O)CCC(=O)N3CCN(c4cccc(C(F)(F)F)c4)CC3)n2n1
    11%	-21%	11%	-2	-10%	5%[59 µM]	-23%	20%	37%
17. CC(=O)Nc1ccc(NC(=O)CN(c2ccc([N+](=O)[O-])cc2)S(=O)(=O)c2ccccc2)cc1
    1%	-23%	1%	-3	-27%	-10%	-31%	-4%	13%
18. CC1CCCC(C(=O)OCc2ccccc2)N1 (stereo unspecified)
    -16%	12%	-5%	1	0%	?	0%	-4%	34%
19. O=C(CCC1CCN(C(=O)Cc2c(F)cccc2F)CC1)NC1CC1
    12%	-4%	0%	-1	6%	·	-8%	1%	26%
20. O=C1c2ccccc2S(=O)(=O)N1Cc1cccc(S(=O)(=O)N2CCOCC2)c1
    -23%	6%	-1%	-2	196%[activator]	-25%	6%	-2%	29%
21. CCCn1c(=O)sc2cc(NC(=O)c3ccc(OC)c(Br)c3)ccc21
    -3%	-3%	6%	-3	-13%	4%[59 µM]	-15%	5%	15%
22. CCOC(=O)c1sc(=S)n(C)c1C
    10%[56.9 µM]	-10%	-1%	-4	-19%	13%	-5%[57.1 µM]	-9%	68%[activator]
23. Cn1nc(C(=O)Nc2ccccc2N2CCOCC2)ccc1=O
    6%	-1%	11%	-1	0%	26%[12.7 µM]	-8%	5%	21%
24. Cc1ccc(S(=O)(=O)N2CCC(C(=O)Nc3ccccc3N3CCCCC3)CC2)cc1C
    -15%	-1%	-3%	4	9%	-30%	-11%	-4%	10%
25. OCc1ccccc1OCCOc1ccc(Cl)c2cccnc12
    -16%	9%	4%	2	4%	10%[12.7 µM]	-16%	-8%	24%
26. N#CC1=C2SCN(Cc3ccco3)CN2C(=O)CC1c1ccccc1F (stereo unspecified)
    ?	56µM*	-1%	2	·	0.28µM*	5µM*	-3%	45µM*
27. CC(C)CCN1NC2(CCCC(C)C2)NC1=S (stereo unspecified)
    ?	-17%	2%	1	?	22µM*	-5%	-2%	34%
28. CCCn1c(NC(=O)c2ccc(Br)cc2)nc2ccccc21
    -37%	0%	-3%	3	17%	-10%	-8%	-2%	23%
29. O=C(NC(Cc1c[nH]c2ccccc12)C(=O)Nc1ccc(OC(F)(F)F)cc1)c1cccs1 (stereo unspecified)
    10%	-38%	17%	-3	-14%	-3%[59 µM]	?	0%	-13%
30. O=C1CCCN1CCCNc1nc2c(S(=O)(=O)c3ccccc3)nnn2c2ccc(Cl)cc12
    8%	-4%	-7%	-1	-18%	19%	-10%	-2%	33%
31. CNC(=O)NC(=O)COc1ccc2oc3c(c2c1)CCCC3
    -24%	1%	0%	-1	8%	10%	-18%	-3%	10%
32. CN(C)CCCNC(=S)N(CCCN(C)C)Cc1cc2cc3c(cc2[nH]c1=O)OCO3
    -12%	5%	-3%	-2	1%	1%	-4%	2%	17%
33. O=C1CCc2cc(S(=O)(=O)NCCC(=O)NC3CCN(Cc4ccccc4)CC3)ccc2N1
    -8%[56.9 µM]	-2%	-1%	0	-10%	-7%	-16%[57.1 µM]	0%	32%[activator]
34. COc1ccccc1NC(=O)C1=C(C)NC(=O)NC1c1cc(C)cs1 (stereo unspecified)
    7%	-7%	6%	-3	-3%	-11%[59 µM]	-13%	3%	32%
35. Cn1cccc1/C=N/NC(=O)c1cc(-c2cccs2)nc2ccccc12
    -4%	22µM*	·	0	-29%	32µM*	?	9%	?
36. Cc1ccc(-c2nn(-c3ccccc3)cc2C(=O)OCC(=O)Nc2ncc(Cl)cc2Cl)cc1
    7%	-8%	-4%	0	-12%	-4%[59 µM]	-26%	19%	5%
37. O=C(CN(C(=O)CCC(=O)Nc1nccs1)c1ccc(F)cc1)NCc1ccc2c(c1)OCO2
    -21%	-10%	-6%	-1	-25%	-3%	-9%	0%	16%
38. Cc1ccc2nc(-c3ccncc3)c(Nc3ccccc3)n2c1
    0%&11%	-36%	1%	-3	-11%	-3%[59 µM]	-28%&-9%	27%	75%&22%[activator]
39. COc1ccccc1S(=O)(=O)CC(O)COc1ccc(F)cc1Cl (stereo unspecified)
    16%	-11%	5%	-8	-17%	34%	-4%	5%	3%
40. CCCS(=O)(=O)N1CCN(Cc2c[nH]c3ccccc23)CC1
    6%	50µM*	-13%	3	?	25µM*	22µM*	4%	?
41. COc1cccc(C2C(C(=O)/C=C/c3ccco3)=C(O)C(=O)N2CCN2CCOCC2)c1 (stereo unspecified)
    -36%	·	-1%	-7	?	50µM*	-31%	-12%	28%
42. O=C(NCCc1ccccc1)c1ccc2c(c1)N(Cc1ccc(Cl)cc1)C(=O)c1ccccc1S2(=O)=O
    -1%	-15%	-1%	8	0%	-6%[59 µM]	-11%	-5%	38%
43. COc1ccc(C(=O)NCC(=O)NCC(=O)OCC(=O)c2cccs2)cc1
    7%	3%	6%	1	-12%	3%	-5%	25%	10%
44. O=C1CS/C(=N/N=C2C3CC4CC(C3)CC2C4)N1
    -25%	2%	1%	3	12%	-12%	0%	-2%	31%
45. Cn1cc(C(=O)Nc2ccccn2)c(=O)c2ccccc21
    -3%	5%	3%	-1	112%[activator]	26%	1%	-21%	12%

One compound at a time (already shown). Values in the order: RGS4 inh	BAZ2B inh	ERG-DNA inh	PI4K2A inh	ALOX12 inh	G9a inh	JMJD2A Tudor	GLS inh	HP1b binding inh
Cc1ccc2nc(-c3ccncc3)c(Nc3ccccc3)n2c1 is listed as 0%&11%	-36%	1%	-3	-11%	-3%[59 µM]	-28%&-9%	27%	75%&22%[activator]
COc1cccc(C2C(C(=O)/C=C/c3ccco3)=C(O)C(=O)N2CCN2CCOCC2)c1 (stereo unspecified) is listed as -36%	·	-1%	-7	?	50µM*	-31%	-12%	28%

Some values from the list:
#26 | GLS inh: -3%
#17 | ALOX12 inh: -27%
